High-throughput results (PubChem BioAssay)
PTHR1 ag: qHTS for PTHR1 Agonists: Primary Screen; 410,000 tested, 0.075% active; Potency, µM (series often up to 115 µM), inactives show at the top dose activation, most hits filed as activators; Parathyroid hormone/parathyroid hormone-related peptide receptor (Homo sapiens), Q03431; HEK293 GP2 PTHR1 cells, GloSensor cAMP luminescence, 1 h; note: potency is the fitted concentration of half-maximal effect; nearly all actives have a fitted effect of over 55% in size; some results filed as inactive show a strong effect at the top dose; inactives centre near -15; many of its hits are not listed in these tables
Target sequence (Q03431 whole entry, looked up): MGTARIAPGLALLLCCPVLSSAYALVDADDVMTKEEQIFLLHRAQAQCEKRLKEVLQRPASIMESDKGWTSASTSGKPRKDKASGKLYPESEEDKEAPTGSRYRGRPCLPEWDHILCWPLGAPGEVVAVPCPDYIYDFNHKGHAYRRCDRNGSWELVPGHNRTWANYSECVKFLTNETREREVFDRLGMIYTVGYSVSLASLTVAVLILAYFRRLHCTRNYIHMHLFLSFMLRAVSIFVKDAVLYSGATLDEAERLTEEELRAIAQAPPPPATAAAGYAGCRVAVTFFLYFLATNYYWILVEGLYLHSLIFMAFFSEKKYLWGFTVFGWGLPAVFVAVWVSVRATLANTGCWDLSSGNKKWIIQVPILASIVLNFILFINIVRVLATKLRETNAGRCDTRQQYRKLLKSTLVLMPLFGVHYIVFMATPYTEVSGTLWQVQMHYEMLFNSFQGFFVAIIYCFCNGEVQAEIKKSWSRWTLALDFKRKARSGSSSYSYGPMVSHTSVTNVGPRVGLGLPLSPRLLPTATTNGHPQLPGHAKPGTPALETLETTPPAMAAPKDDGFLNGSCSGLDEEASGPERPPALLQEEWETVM
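HEK-293-derived GP2 cells expressing PTHR1 and a GloSensor cAMP reporter, 3,000/well, plated overnight, given luciferin plus IBMX (each 0.5 mM as added) for 1 h at 37 °C, then compound for 1 h at 37 °C. Luminescence was read after 15 min at room temperature.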
pAkt inh: HTS Assay for Inhibitors of Akt Phophorylation: Primary Screen; Neuro2A IGF-stimulated pAkt S473 HTRF, 20 min; active compounds read low; activity change, % for hits at 50 µM; 360,000 tested, 0.32% active; AID 651550, 2012; in the data active = activity change below about -80%; inconclusive = mostly about -51% to -80%; note: % is set by controls: 0 for no effect and ±100 for the full control effect
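Single-point screen (50 µM final compound) in Neuro2A cells stimulated 20 min with 6 nM IGF at 37 deg C. After lysis, Ser473-phosphorylated Akt read by HTRF (ex 330 nm, em 615/665 nm) as the 665/615 ratio.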
Abeta rescue: qHTS for compounds that reverse cellular toxicity of Amyloid beta (A-beta) peptide in yeast: Primary Screen; yeast expressing A-beta42, growth rescue, OD600, 48 h; response scale: 0% DMSO, 100% iron-clioquinol control; Potency, µM (series often up to 46.1 µM), for the others: at the top dose growth rescue, usual class: activators; 410,000 tested, 0.063% active; AID 1347071, 2019; note: potency is the fitted concentration of half-maximal effect; nearly all actives have a fitted effect of over 55% in size
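Yeast growth medium received pinned compounds, then yeast cells expressing toxic A-beta were added; plates incubated at 30 C for 48 hr. Growth read as absorbance at 600 nm, normalized to DMSO and equimolar FeCl3 plus clioquinol controls.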
D3 antag: qHTS of D3 Dopamine Receptor Antagonist: qHTS | D(3) dopamine receptor (Homo sapiens), P35462 | D3R cells, DiscoveRx beta-arrestin luminescence, antagonist mode; active compounds read low | max response, negative = inhibition, % | 360,000 tested, 2.5% active; in the data active = max response below about -50%; inconclusive = no clear call, values can overlap the other calls; note: % is set by controls: 0 for no effect and ±100 for the full control effect; mostly tested at two doses, the higher about 12 µM
Target sequence (P35462 whole entry, looked up): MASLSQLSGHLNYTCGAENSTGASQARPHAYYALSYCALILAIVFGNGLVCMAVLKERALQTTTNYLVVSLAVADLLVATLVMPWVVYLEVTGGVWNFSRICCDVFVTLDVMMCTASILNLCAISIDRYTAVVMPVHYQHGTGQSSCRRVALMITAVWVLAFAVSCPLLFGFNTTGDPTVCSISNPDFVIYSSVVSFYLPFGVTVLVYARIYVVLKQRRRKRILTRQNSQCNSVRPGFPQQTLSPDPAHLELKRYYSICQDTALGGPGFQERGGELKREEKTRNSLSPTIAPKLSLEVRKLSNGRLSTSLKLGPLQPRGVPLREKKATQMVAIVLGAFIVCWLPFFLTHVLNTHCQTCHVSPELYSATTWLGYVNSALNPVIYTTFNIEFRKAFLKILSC
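Cells plated overnight at 1500 cells/well, then exposed to library compounds with dopamine controls for 90 minutes at 37 degrees C. DiscoveRx reagent added for 30–60 minutes at room temperature; luminescence read, quantitative HTS format.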
FUS suppressor: qHTS for Suppressors of FUS Proteinopathy: Primary screen using FUS-linked yeast assay; S. cerevisiae FUS-expressing, growth rescue, OD600, 24 h; Potency, µM (highest dose often 76.6 µM), for inactives: at the highest dose growth rescue (activation), hits mostly activators; 390,000 tested, 0.24% active; AID 1347120, 2019;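 note: potency is the fitted concentration of half-maximal effect; plate controls were DMSO vehicle for no effect and reference control for full effect; nearly all actives have a fitted effect of over 55% in size; some results filed as inactive show a strong effect at the top dose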
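Yeast expressing FUS under galactose induction, OD 0.005 in 2% galactose medium; compounds in a dilution series, 24 h at 30C. Growth rescue by absorbance at 600 nm; CP55940 positive control, DMSO negative.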
GLP-1R agonist: qHTS of GLP-1 Receptor Agonists; HEK293 GLP-1R CRE-luciferase, luminescence, 4-6 h; cells express a hypersensitive GLP-1R form; Glucagon-like peptide 1 receptor (Homo sapiens), P43220; 380,000 tested, 0.007% active; Potency, µM (doses to about 45.6 µM), for the others: top-dose activation, most hits filed as activators; note: potency is the fitted concentration of half-maximal effect; % of control where 0% means no effect
TDP-43 yeast inh: qHTS of TDP-43 Inhibitors | Potency, µM (titrated, usually from 46.1 µM), for the others: at the highest dose growth rescue (activation), most hits filed as activators | 410,000 tested, 1.8% active | TDP-43 expressing yeast growth rescue, BacTiter-Glo, 24 h | AID 652104, 2013; note: potency is the fitted concentration of half-maximal effect; % of control where 0% means no effect; nearly all actives have a fitted effect of over 50% in size
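Yeast expressing TDP-43 (pregrown in raffinose, seeded at OD600=0.02 in galactose medium) exposed to compounds 24 hr at 30 deg C. Growth read by BacTiter-Glo luminescence; rescue of toxicity appears as increased signal.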
GLP1R inv ag: qHTS of GLP-1 Receptor Inverse Agonists (Inhibition Mode). Glucagon-like peptide 1 receptor (Homo sapiens), P43220. HEK293 GLP-1R CRE-luciferase, luminescence, 24 h; GLP-1R form is constitutively active. Potency, µM (series often up to 38.3 µM), without a hit: at the top dose activity change, negative = inhibition, actives largely listed as inhibitors. 410,000 tested, 1.6% active; note: potency is the fitted concentration of half-maximal effect; % is set by controls: 0 for no effect and ±100 for the full control effect; nearly all actives have a fitted effect of over 55% in size
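qHTS in 1536-well format: reporter HEK293 cells expressing constitutive GLP-1R activity in DMEM + 10% Nu serum, 24 hr with compounds at 37 deg C, luminescence read after 12 min with detection reagent.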
aSyn yeast inh: qHTS of alpha-syn Inhibitors; AID 652106, 2013; 370,000 tested, 0.14% active; Yeast expressing alpha-synuclein, growth rescue, BacTiter-Glo, 24 h; Potency, µM (highest dose often 46.1 µM), for the others: top-dose growth rescue (activation), usual class: activators; note: potency is the fitted concentration of half-maximal effect; % of control where 0% means no effect; nearly all actives have a fitted effect of over 65% in size
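Rescue of yeast growth: cells expressing toxic alpha-synuclein, induced in galactose at OD600 0.02, incubated with compound 24 h at 30 C. ATP luminescence quantified growth; inhibitors of toxicity appear as activators.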
* hit, by the source's call; i = inactive; ? = inconclusive; / = no result given; [ ] = dose if it differs, or a comment. Unless noted, calls come from the whole dose curve; as a rule, active = well fitted curve in the direction sought with a large enough effect; inconclusive = small, poorly fitted or top-dose-only effect, or another doubt; inactive = no such curve, though single readings can be large; an effect the other way counts as inactive or inconclusive. Only part of the results is shown. The share of hits here may be higher or lower than overall.

Each structure is followed by: FUS suppressor, pAkt inh, Abeta rescue, PTHR1 ag, aSyn yeast inh, GLP-1R agonist, GLP1R inv ag, TDP-43 yeast inh, D3 antag
- O=C(O)CCCCCNC(=O)Nc1ccc2c(c1)OCCO2
 : 9%, i, 9%, -2%[57.5 µM], 0%, -10%, 23%, 13%, 14
- C=C1C(=O)OC2C=C(CO)CCC=C(CO)CC(OC(=O)C(C)C)C12 (configuration not stated)
 : /, i, -4%, -25%, 1%, -13%, ?, 25%, ?
- CCN(CC(=O)N1CCOCC1)S(=O)(=O)c1ccc(Cl)cc1
 : 18%, i, -6%, -9%, -5%, -2%, 33%[activator], 11%, -10
- COc1ccccc1-c1noc2c1C(=O)N(C(=O)OC(C)(C)C)CC2
 : -27%, i, 6%, -17%, -4%, 0%, 5%, 7%, -10
- Nc1nnc2c(n1)[nH]c1ccccc12
 : -5%, /, -7%, -23%, /, 2%, 15%, 18%, /
- O=C(NC(=S)Nc1ccc([N+](=O)[O-])cc1O)C1CCCCC1
 : 34%, i, 11%, -13%, -1%, -4%, ?, -2%, -29
- COc1ccc(NC(=O)c2sc3nc4n(c(=O)c3c2C)CCC4)c(OC)c1
 : -29%, /, -6%, 8%, /, /, 8%, 20%, /
- O=C1CCCCC1Sc1ccc(Cl)cc1[N+](=O)[O-] (configuration not stated)
 : 19%, i, 5%, i, -1%, 2%, 12%, 9%, 7
- CCCCOc1ccc(C2NC(=O)NC(C)=C2C(C)=O)cc1OCC (configuration not stated)
 : 13%, i, -14%, i, -5%, 3%, -5%, -6%, 0
- CC(=O)N1CCC(N(Cc2ccc(C)o2)C(=O)Nc2ccc(C)cc2)CC1
 : -7%, /, 10%, -25%, /, /, 5%, 22%, /
- Cc1ccccc1CN1CCC(CNC(=O)c2c(C)oc3ncnc(N4CCCCC4)c23)CC1
 : 8%, /, -18%, -16%, /, /, -23%, 5%, /
- CCCCSc1cc(C)nc2ncnn12
 : -7%, i, -1%, -9%, -4%, -5%, 17%, 15%, 18
- Cn1cccc1CNC(=O)Nc1ccccc1
 : 22µM*, i, -8%, i, 0%, 0%, 0%, -13%, 14
- COc1ccccc1NC(=O)c1oc2ccccc2c1NC(=O)C1CCCCC1
 : -3%, /, -2%, i, /, /, 1%, 11%, /
- CCN1CCN(C(=O)c2ccc3c(c2)N(Cc2cccc(F)c2)C(=O)c2ccccc2S3)CC1
 : 24%, /, -4%, -22%, /, /, -27%, 4%, /
- CCC(C(=O)NC1C(=O)N2C(C(=O)O)=C(CSc3nnc(C)s3)CSC12)c1ccccc1 (configuration not stated)
 : 0%, i, -13%, i, -8%, -8%, 12%, -2%, -2
- O=C(Nc1ccc(S(=O)(=O)NCc2ccco2)cc1)c1ccc2ccccc2n1
 : 11%, i, 0%, -30%, -5%, -12%, 1%, 19%, -8
- COc1ccc(NC(=O)CCC2CCCC2)cc1OC
 : 12%, i, -5%, -4%[57.5 µM], -3%, 1%, -4%, 24%, 5
- Cc1ccc(CCNC(=O)CC(C)CC2=NS(=O)(=O)c3ccccc3N2)cc1 (configuration not stated)
 : 2%, i, 4%, i, -2%, -6%, ?, -16%, 3
- COc1cc(OC)nc(C(NC(=O)C2CCN(Cc3c[nH]c4ccccc34)CC2)c2ccc(Cl)cc2)n1 (configuration not stated)
 : 23%, i, 22%, -24%, 0%, 8%, ?, 24%, -27
- CCCOc1ccc(C(=O)NCCC(=O)NCCCC(=O)O)cc1
 : 42%, i, 1%, i, -5%, 0%, 51%[activator], 0%, 9
- Cc1ccc(Oc2nc3ccccc3n3c(C)nnc23)cc1
 : 1%, i, -4%, i, 4%, -8%, 31%[activator], -5%, -12
- Cc1ccc(N(C)C(=O)c2noc3c2CCCCC3)cc1C
 : 4%, /, -11%, i, /, /, -20%, 0%, /
- CN(C)c1ccc(/C=N/NC(=O)C(=O)N2CCCCCC2)cc1
 : -3%, i, 9%, -7%, -8%, 29%, ?, -13%, 10
- COC(=O)[C@@]1(Cc2ccc(OC)cc2)[C@H]2c3cc(C(=O)N4CCCC4)n(Cc4ccc(OC(F)(F)F)cc4)c3C[C@H]2CN1C(=O)c1ccccc1
 : 44%, i, -1%, -5%, 3%, -2%, ?, ?, 20
- CC(C)CC(=O)Nc1ccc2c3c(cccc13)CC2
 : -16%, i, 14%, i, 11%, -6%, -9%, 0%, 2
- CCC(=O)Nc1ccc(-c2ccc(NC(=O)CC)c(OC)c2)cc1OC
 : -12%, i, -1%, 7%, -14%, -5%, 4%, -13%, -2
- Nc1cc(N)nc(SCC(=O)Nc2cccc(S(=O)(=O)N3CCCCC3)c2)n1
 : 14%, i, -1%, -6%, -9%, 5%, 0%, 12%, 5
- CC1CCC2(CC1)NC(=O)N(Cc1nc(-c3ccccc3)no1)C2=O (configuration not stated)
 : 5%, i, 8%, -8%, 26%, 0%, -14%, 0%, 14
- CSc1nncc(-c2ccccc2)n1
 : 0%, i, 5%, -6%, 16%, 0%, 24%[7.66 µM], ?, 10

Eight structures already listed, arranged by count of non-hydrogen atoms, ascending.
Each structure is followed by: FUS suppressor, pAkt inh, Abeta rescue, PTHR1 ag, aSyn yeast inh, GLP-1R agonist, GLP1R inv ag, TDP-43 yeast inh, D3 antag
- Nc1nnc2c(n1)[nH]c1ccccc12
 : -5%, /, -7%, -23%, /, 2%, 15%, 18%, /
- CCCCSc1cc(C)nc2ncnn12
 : -7%, i, -1%, -9%, -4%, -5%, 17%, 15%, 18
- O=C1CCCCC1Sc1ccc(Cl)cc1[N+](=O)[O-] (configuration not stated)
 : 19%, i, 5%, i, -1%, 2%, 12%, 9%, 7
- Cc1ccc(N(C)C(=O)c2noc3c2CCCCC3)cc1C
 : 4%, /, -11%, i, /, /, -20%, 0%, /
- CC1CCC2(CC1)NC(=O)N(Cc1nc(-c3ccccc3)no1)C2=O (configuration not stated)
 : 5%, i, 8%, -8%, 26%, 0%, -14%, 0%, 14
- COc1ccc(NC(=O)c2sc3nc4n(c(=O)c3c2C)CCC4)c(OC)c1
 : -29%, /, -6%, 8%, /, /, 8%, 20%, /
- CCC(C(=O)NC1C(=O)N2C(C(=O)O)=C(CSc3nnc(C)s3)CSC12)c1ccccc1 (configuration not stated)
 : 0%, i, -13%, i, -8%, -8%, 12%, -2%, -2
- Cc1ccccc1CN1CCC(CNC(=O)c2c(C)oc3ncnc(N4CCCCC4)c23)CC1
 : 8%, /, -18%, -16%, /, /, -23%, 5%, /

(listing goes on)
Each structure is followed by: FUS suppressor, pAkt inh, Abeta rescue, PTHR1 ag, aSyn yeast inh, GLP-1R agonist, GLP1R inv ag, TDP-43 yeast inh, D3 antag
- CCC(=O)Nc1ccc(Br)c(Cl)c1
 : 0%, i, -23%, i, -25%, 0%, -18%, 0%, ?
- CC(=O)/C(=N/Nc1cccc(C)c1)N1CCOCC1
 : 1%, i, -4%, -3%, 3%, -5%, ?, ?, -16
- O=C(c1ccc(Cl)cc1)N1CCn2c1nc1ccccc12
 : -6%, i, -1%, -15%, -2%, -1%, 12%, -2%, 2
- O=C(CCNC(=O)c1ccco1)NCCc1ccc(Cl)cc1
 : 19%, i, -3%, -14%, -9%, -4%, -7%, -1%, -18
- CC1CCN(CCCn2c(=S)[nH]c3c(sc4ccc([N+](=O)[O-])cc43)c2=O)CC1
 : 9%, i, -9%, -18%, 3%, 0%, 5%, -15%, -9
- COc1ccc(Cl)cc1NC(=O)CSc1nc2c(oc3ccccc32)c(=O)n1Cc1ccco1
 : -3%, /, -8%, i, /, /, 3%, -1%, /
- Cc1ccc(O)c(C(=O)c2cnn(C(=O)COc3ccc(Cl)cc3)c2)c1
 : -9%, i, -15%, i, -1%, -5%, -22%, 0%, 5
- COc1cccc(OC)c1NC(=O)c1nc2c(nnn2Cc2ccccc2Cl)c(=O)[nH]1
 : 33%, i, 9%, i, 6%, 0%, 8%[7.66 µM], 15%, 6
- CC1(C)CC(=O)C=C(Nc2ccc(F)cc2)C1
 : 21%, /, -5%, i, -1%, -5%, 1%, -20%, 6
- CCOc1ccccc1NC(=S)N1CCN(c2nc(-c3ccc(F)cc3)cs2)CC1
 : 26%, i, ?, -25%, -1%, -4%, ?, 21%, -6
- COc1ccc2cc(C(=O)C3CCCN(C(=O)c4cc5nc(C)cc(C)n5n4)C3)ccc2c1 (configuration not stated)
 : 34%, i, -4%, -42%[inhibitor], -2%, -1%, 59%[activator], -8%, -5
- O=C(Nc1nonc1-c1ccc(Cl)cc1)c1ccco1
 : -32%, i, -34%[inhibitor], i, -16%, -3%, ?, ?, 6
- O=[N+]([O-])c1ccc(C=NNC(=S)Nc2ccc(F)cc2)cc1
 : 22%, i, -4%, i, -1%, 3%, 5%, -19%, 9
- CCn1cc2nc(SCC(=O)Nc3ccccc3C(F)(F)F)n(Cc3ccc(C)cc3)c(=O)c2n1
 : ?, /, -14%, i, /, 4%, ?, ?, /
- CCCCc1cc(=O)oc2c(C)c(OCC(=O)N3CCCC3)ccc12
 : /, i, -12%, -13%, 6%, -2%, -24%, 11%, -5
- Cc1ccc(-c2ccc(=O)n(CC(=O)NCCN(CC(C)C)CC(C)C)n2)cc1
 : -7%, i, 1%, -3%, 0%, -2%, 1%, 9%, 5
- CCOC(=O)CCSc1nnc(-c2cccnc2)n1-c1ccccc1OC
 : 21%, i, -1%, -32%[inhibitor], 3%, -9%, 0%, 0%, 17
